# Screens (PubChem)
# TROY signal inh = inhibitors of TROY-dependent NF-kB signaling | actives 0.98% (n = 360,000) | AID 1347056 | inhibition, % at 10 µM | Q293 LMP1-TROYcd NF-kB luciferase reporter, 4 h;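 active = compounds whose plate-normalised and pattern-corrected inhibition of the luciferase reporter signal at the single screening dose is 50% or more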
# NR2E3 ag-1 = human photoreceptor-specific nuclear receptor agonism; inhibition of corepressor binding, % at 3.98 µM; AID 602229; actives 0.35% (n = 360,000); CHO-S Gal4-NCOR/VP16-NR2E3 two-hybrid, luciferase;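 active = inhibition above the mean of all tested compounds plus 3 SD, cut at about 70% in these data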;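 note: 0% = DMSO with NR2E3 transfected cells and 100% = cells lacking NR2E3 construct; higher means lower luciferase signal from less NR2E3 corepressor binding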
# Target sequence (Q9Y5X4 whole entry, looked up, the tested form may be a part): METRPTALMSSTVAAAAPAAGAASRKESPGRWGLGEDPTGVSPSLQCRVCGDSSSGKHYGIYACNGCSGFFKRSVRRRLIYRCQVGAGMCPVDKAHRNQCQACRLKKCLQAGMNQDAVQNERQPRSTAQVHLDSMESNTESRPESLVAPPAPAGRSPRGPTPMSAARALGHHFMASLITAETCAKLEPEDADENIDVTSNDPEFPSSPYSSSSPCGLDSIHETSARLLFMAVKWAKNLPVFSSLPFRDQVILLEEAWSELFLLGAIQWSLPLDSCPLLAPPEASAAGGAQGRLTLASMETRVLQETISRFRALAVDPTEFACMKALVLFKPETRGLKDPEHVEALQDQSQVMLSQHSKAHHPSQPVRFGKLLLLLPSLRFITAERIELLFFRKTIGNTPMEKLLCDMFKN
# KKLEB tox = reduces viability of KKLEB cystic fibrosis airway cells; KKLEB CF airway cells viability, ATPlite luminescence, overnight; hits give low values; cells stimulated with P. aeruginosa culture filtrate; activity change (cytotoxicity), % at 5 µM; actives 0.36% (n = 360,000);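 active = corrected activity change at or below -50% at 5 µM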
# HIF-2a block = inhibitors of HIF-2a | 786-0 RCC cells HIF-2a reporter, luciferase luminescence, overnight | inhibition, % at 18.8 µM | actives 0.72% (n = 360,000) | AID 624352;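 active = inhibition of the luminescence signal of 40% or more relative to plate controls, in a single-dose primary screen at 18.75 µM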
# Peg3 promoter = reduces Peg3 promoter-driven luciferase expression in HeLa | actives 1.7% (n = 360,000) | HeLa PEG-Prom luciferase reporter, luminescence, overnight | inhibition, % at 20 µM;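 active = inhibition of at least 50% at 20 µM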
# NR2E3 ag-2 = activates human photoreceptor nuclear receptor NR2E3; Q9Y5X4; AID 2300; inhibition of corepressor binding, % at 4.78 µM; actives 0.12% (n = 320,000); GST-NR2E3/biotin-RetCOR TR-FRET, 1536-well;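 active = percent inhibition above the cutoff of mean plus 3 SD of all tested compounds, set per screening campaign, cut at about 20% in these data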;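 note: 0% = DMSO wells and 100% = biotin wells as full block of FRET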
#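 Material: NR2E3–RetCOR corepressor complex | Quantity: 1.35 nM GST-tagged NR2E3 final | Schedule: 5 h at 4 °C | Replication: Singlicate compound wells | Reagent: RetCOR corepressor, biotinylated, 7 nM | Controls: Biotin wells as high control, 0.6% DMSO wells as low control | Signal: TR-FRET, Eu(K)-anti-GST donor, streptavidin-D2 acceptor, ex 340, em 617/671 nm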
# Shn3 inh set2 = inhibitors of Schnurri-3 3'UTR reporter in osteoblasts | Clone20 osteoblast Shn3 3'UTR firefly luciferase, 24 h | inhibition, % at 12.5 µM | actives 0.52% (n = 360,000) | AID 588674;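 active = mean inhibition of at least 75% with every replicate also reaching 75%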;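 note: 0% = median of neutral control wells and 100% = pilot-screen positive control compound; some compounds past the cut are filed as inactive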
# TRPM1 prom inh = inhibitors of MITF-driven TRPM1 promoter in melanoma cells. SK-MEL-5 TRPM1 promoter luciferase, 24 h. inhibition, % at 12.5 µM. actives 0.83% (n = 330,000);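 active = mean inhibition across replicates of 60% or more, whatever share of single replicates reaches that level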; note: values of inactives mirror those of a sister screen read the other way
# CF NFkB block = blocks PAF-induced NF-kB reporter in cystic fibrosis cells; actives 0.86% (n = 360,000); inhibition, % at 5 µM; KKLEB NF-kB-GFP reporter, GFP fluorescence overnight;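 active = at least 50% inhibition at 5 µM, scaled per plate between neutral and stimulator controls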;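 note: PAF is a Pseudomonas aeruginosa culture filtrate used as stimulus; plate controls were PAF-stimulated DMSO wells for no effect and unstimulated DMSO wells for full effect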
# TWEAK-Fn14 inh = blocks TWEAK-Fn14 interaction in a reporter cell assay; inhibition, % at 10 µM; actives 2% (n = 360,000); TWEAK-stimulated Fn14 reporter cells, luciferase luminescence, 8 h; in the data active = inhibition above about 50%
# TRAIL sens C8 = caspase-8 TRAIL sensitization | NB7+C8 cells + TRAIL, ATPlite viability luminescence | inhibition (viability loss, TRAIL sensitization), % at 10 µM | actives 1% (n = 360,000) | AID 624354;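 active = compounds causing at least 50% loss of cell viability in the single-dose screen, relative to plate controls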
# An asterisk follows results filed as active; nt = no result given.
SMILES,TROY signal inh,NR2E3 ag-1,KKLEB tox,HIF-2a block,Peg3 promoter,NR2E3 ag-2,Shn3 inh set2,TRPM1 prom inh,CF NFkB block,TWEAK-Fn14 inh,TRAIL sens C8
COc1ccccc1N1CCN(/N=C/C=C\c2ccco2)CC1,-57,-129,-6,-217,-234,-1,15,-64,-6,-2,-12
CCOCCCNS(=O)(=O)c1ccccc1,7,14,5,11,-6,0,2,-10,2,0,-14
CCOC(=O)Nc1ccc2c(c1)N(C(=O)CCN1CCN(C)CC1)c1ccccc1S2,-5,-10,0,6,16,3,-10,-3,3,10,-7
S=c1[nH]nc(-c2ccc(Cl)cc2Cl)n1-c1ccccc1,-32,-62,-6,-309,-254,4,-50,-6,10,-6,-8
Cc1ccc(-c2ccc(CN3C(C)C(=O)N(Cc4cn(CCC5OCCCO5)nn4)CCS3(=O)=O)cc2)cc1 (stereo not drawn),-8,-20,-9,-23,-9,nt,20,nt,20,6,5
CC(=O)Nc1ccc(NC(=O)C2Cc3c(-c4ccc(Cl)cc4)ccnc3O2)cc1 (stereo not drawn),16,-15,-5,7,-5,nt,-15,nt,-9,-1,5
Cc1ccc(S(=O)(=O)N2CCOCC2)cc1C(=O)OCC(=O)Nc1ccc2[nH]c(=O)[nH]c2c1,-25,-7,17,3,4,-5,-4,-3,1,18,-10
CC(/C=N/NC(=O)c1cc(C2CC2)[nH]n1)=C\c1ccccc1,-52,-27,-19,-56,-25,-1,2,0,15,-3,19
CCOC(=O)c1cnc(SCc2ccccc2)nc1N,-62,-115,-13,-337,-350,3,-73,-103,-6,-26,6
O=C(CN1C(=O)C2C3C=CC(C3)C2C1=O)NCCc1ccccc1Cl (stereo not drawn),-5,-14,0,-4,3,2,1,-1,-5,20,-20
CC(Nc1nc2ccccc2n2cnnc12)c1ccccc1 (stereo not drawn),-41,13,0,-89,-43,-4,-4,-14,2,-16,-6
O=S(=O)(c1cccc(C(F)(F)F)c1)N1CCN(C(=S)NCc2ccco2)CC1,13,-13,7,10,13,0,19,-2,-10,11,3
O=C(NCc1cccnc1)C(=O)C1C(=O)Nc2ccccc21 (stereo not drawn),-8,21,-2,16,16,3,nt,12,14,9,-14
Nc1c(N(CCCO)C(=O)CCCN2C(=O)c3cccc4cccc(c34)C2=O)c(=O)[nH]c(=O)n1Cc1ccccc1,-2,-10,-8,-13,-6,nt,-3,-2,14,-20,-1
Cc1cc(C)c2c(n1)sc1c(N3CCCCC3)ncnc12,-24,7,3,-91,-59,-4,-12,-15,10,-39,10

# Entries of single compounds as entered above. Values in the order: TROY signal inh, NR2E3 ag-1, KKLEB tox, HIF-2a block, Peg3 promoter, NR2E3 ag-2, Shn3 inh set2, TRPM1 prom inh, CF NFkB block, TWEAK-Fn14 inh, TRAIL sens C8
# Listed for Cc1cc(C)c2c(n1)sc1c(N3CCCCC3)ncnc12 : -24, 7, 3, -91, -59, -4, -12, -15, 10, -39, 10
# Listed for Cc1ccc(-c2ccc(CN3C(C)C(=O)N(Cc4cn(CCC5OCCCO5)nn4)CCS3(=O)=O)cc2)cc1 (stereo not drawn) : -8, -20, -9, -23, -9, nt, 20, nt, 20, 6, 5
# Listed for O=C(CN1C(=O)C2C3C=CC(C3)C2C1=O)NCCc1ccccc1Cl (stereo not drawn) : -5, -14, 0, -4, 3, 2, 1, -1, -5, 20, -20
# Listed for Nc1c(N(CCCO)C(=O)CCCN2C(=O)c3cccc4cccc(c34)C2=O)c(=O)[nH]c(=O)n1Cc1ccccc1 : -2, -10, -8, -13, -6, nt, -3, -2, 14, -20, -1

# Next part
SMILES,TROY signal inh,NR2E3 ag-1,KKLEB tox,HIF-2a block,Peg3 promoter,NR2E3 ag-2,Shn3 inh set2,TRPM1 prom inh,CF NFkB block,TWEAK-Fn14 inh,TRAIL sens C8
CCSc1sc(CC)cc1C=O,-5,-32,6,19,2,0,-17,-6,5,3,-7
CCOC(=O)c1oc2ccccc2c1CN1CCN(c2ccccc2)CC1,-11,-32,3,26,28,2,-4,6,11,-19,-3
CCOc1ccc(NC(=S)NC23CN4CN(CN(C4)C2)C3)cc1,1,-20,19,9,28,-2,-10,3,-7,-1,3
CCOc1ccccc1OCC(=O)OC(C)C(=O)Nc1ncc(Cl)cc1Cl (stereo not drawn),-8,-28,-2,-9,0,4,-15,4,12,7,-5
Cc1cc(C)cc(N2C(=O)CC(n3nc(C)cc3C)C2=O)c1 (stereo not drawn),-16,-25,9,11,3,-2,-33,2,-15,5,11
COc1ccc(CCNC(=O)C(=O)NCC2OCCN2S(=O)(=O)c2cccs2)cc1OC (stereo not drawn),4,2,10,18,5,0,19,7,8,-13,-1
COc1ccc(NS(=O)(=O)c2ccc(NC(=O)c3ccc(N(C)S(C)(=O)=O)cc3)cc2)c(OC)c1,38,-40,-25,6,7,2,32,19,23,38,13
COc1ccc(-c2cc3ncccc3cn2)cc1,-36,-121,-18,-223,-297,3,-22,nt,-31,16,38
FC(F)(F)c1ccc(N2CCN(c3cc(-c4ccccc4)nc4ncnn34)CC2)nc1,67*,17,13,-3,14,0,69,10,4,80*,17
O=[N+]([O-])c1ccc(/C=N\N2CCN(c3ccc(Cl)cc3)CC2)cc1,9,-7,-2,7,8,-2,16,-15,4,-5,-10
COc1ccc(-n2nnc3c(SC(C(C)=O)C(=O)N(C)C)ncnc32)cc1 (stereo not drawn),2,-16,2,-13,-38,-4,-57,3,-4,1,-11
O=C(O)Cc1ccc(-c2ccccc2)cc1,-1,-26,-13,7,2,nt,8,19,17,-2,-8
O=S(=O)(c1ccccc1)N(CC(O)CN1CCOCC1)c1ccccc1 (stereo not drawn),11,-31,1,4,6,-1,17,-1,-12,-5,14
CCc1noc(C)c1C(=O)NC1CC(C)(C)Cc2c1cnn2-c1ccccc1 (stereo not drawn),-22,3,0,1,19,0,16,-3,2,3,6
Cc1nn(CCO)c2ncc(C(=O)c3cc(Cl)ccc3O)cc12,-10,-3,15,14,6,9,-4,6,14,49,-24
CC(C)(C)c1ccc(C(=O)O)c(C(=O)c2ccc(C(=O)O)cc2)c1,-11,16,-6,12,-5,0,10,4,8,-18,5
Cc1cc(N2CCOCC2)nc(NCc2ccccc2)n1,-3,53,8,14,16,3,76,1,-14,-8,18
CCS(=O)(=O)N1N=C(c2cccs2)CC1c1cc2cc(C)ccc2nc1Cl (stereo not drawn),-92,-56,-1,-234,-102,-3,nt,-25,0,-30,-12
Cc1cn([C@H]2C[C@H](O)[C@@H](CNCc3cccc(OC4CCCC4)c3)O2)c(=O)[nH]c1=O,-7,-26,9,11,-4,nt,-16,nt,-20,-22,-5
CN(C)CC1CCCCC1OC(=O)c1ccc(Br)cc1 (stereo not drawn),-38,-16,20,12,-1,2,0,-5,1,-20,16
Cc1ccc(OCCNC(=O)c2cccc(S(=O)(=O)N3CCN(C)CC3)c2)cc1,-21,-4,-7,4,2,3,14,1,-5,3,-3
O=C(Cn1ccc2cc(S(=O)(=O)N3CCCC3)ccc21)NCCc1ccccc1,11,-3,-2,3,7,4,19,-15,4,-6,4
CC(=O)N1CCN(c2ccc(NC(=O)c3ccc(C)cc3)cc2)CC1,-18,-5,-6,3,-22,-2,-24,1,-3,-30,2
O=C(c1cc(Cl)nc2ccccc12)N(Cc1nnc(-c2ccc(Cl)cc2)o1)C1CC1,3,6,-6,-17,3,-3,1,9,-7,12,14
CCc1cc2ccc(C)c(C)c2nc1SCC(=O)NNC(=O)c1ccco1,-9,-16,9,-4,3,7,9,-13,-2,-44,-13
O=C(COC(=O)c1ccc2c(c1)OCO2)Nc1ncc(Cl)cc1Cl,1,-24,-1,11,-13,-4,3,6,11,-2,-7
COc1cccc(Nc2nc(N)nc(C(F)(F)F)n2)c1,-26,13,-11,-110,-61,-2,-3,-13,27,-4,7
COc1ccc(C(=O)OCC(=O)NC(C)(C)C)cc1[N+](=O)[O-],1,-3,18,2,14,4,-7,3,0,7,-2
O=C(CNC(=O)c1ccccc1)Nc1ccsc1C(=O)O,2,-4,5,16,12,6,10,21,-16,0,0
COc1ccc(/C(O)=C2\C(=O)C(=O)N(CCN3CCOCC3)C2c2ccccc2OC)cc1 (stereo not drawn),5,-6,12,12,-8,nt,-1,-1,19,-5,-4
O=C(CCC(=O)N(CC(=O)NC1CCCCC1)c1ccc2c(c1)OCO2)Nc1ccccn1,-18,0,-1,-43,-26,2,9,-2,14,-35,-6
COc1cc(CC(=O)Nc2sccc2C(N)=O)cc(OC)c1OC,-15,-17,-5,22,15,-2,-8,9,-2,-14,3
COc1ccc(CNC(=O)C2CCCN2S(=O)(=O)c2ccc(F)cc2)cc1 (stereo not drawn),-7,-40,11,18,3,0,-23,4,-6,13,-25
CCOC(=O)c1c(NC(=O)Cc2cccs2)sc2c1CCCC2,5,12,-26,5,-7,4,3,5,35,1,6
Cc1nc(CNS(=O)(=O)c2cccs2)cs1,9,1,-6,4,-5,1,-71,0,0,5,6
Cc1c(C(c2cccc([N+](=O)[O-])c2O)c2c(C)n(C)n(-c3ccccc3)c2=O)c(=O)n(-c2ccccc2)n1C,7,-16,-8,17,2,2,9,-7,11,-12,6
CC(C)(C)CN1CCN(Cc2c[nH]c3ccccc23)CC1CCO (stereo not drawn),25,14,-2,4,-10,nt,7,-2,-14,-15,18
COc1ccc(N(CC(=O)NCc2ccco2)S(C)(=O)=O)cc1,1,6,0,-2,-16,7,-9,8,9,-5,-6
O=[N+]([O-])c1cccc(-c2ccc(/C=N/NC(=S)NCc3ccco3)o2)c1,34,-23,23,-20,8,0,27,15,-34,-12,15
CCOc1cc(C2/C(=C(/O)c3ccc(S(=O)(=O)N4CCCCC4)cc3)C(=O)C(=O)N2CCOC)ccc1O (stereo not drawn),1,0,4,-5,8,0,0,-10,-17,-6,-13
COC(=O)C1C/C(=N\NS(=O)(=O)c2ccc(C)cc2)c2ccccc2C1 (stereo not drawn),1,12,7,5,18,-1,-14,2,-12,1,-11
Cc1ccc(C)c(OCCn2cc(/C=C(\C#N)C(=O)NCc3cccs3)c3ccccc32)c1,10,-14,-38,19,12,-1,36,-15,7,-10,16
CC(C)C(=O)Nc1cc(C(F)(F)F)ccc1N1CCOCC1,-9,11,12,7,11,1,6,-19,-4,15,-5
COC(=O)[C@@H]1C[C@@]2(Br)c3ccccc3N(S(=O)(=O)c3ccccc3)[C@H]2N1C(=O)OC,-20,-8,-8,12,-6,-3,7,12,17,19,-7
CC1(C(=O)Nc2ccccc2)CCN1C(=O)C1(c2ccc(Cl)cc2)CC1 (stereo not drawn),2,10,4,18,17,nt,8,nt,-9,2,3
Cc1ccccc1NC(=O)C1CCCN1C(=O)NC1CCCCC1 (stereo not drawn),-13,-13,4,18,-11,1,3,-1,-7,-5,-11
COc1ccc(-c2nc(C3CCCCC3)no2)cc1OC,-34,-57,-10,-331,-306,-2,-50,-114,11,-34,11
CCCCCC(=O)NNC(=O)c1ccc(F)cc1,-9,-23,2,14,9,0,-5,-5,8,-3,-4
O=C(CCNS(=O)(=O)c1ccccc1C(F)(F)F)NCc1ccc2c(c1)OCO2,-1,-11,12,16,17,0,-9,4,-11,2,-6
COc1ccccc1NC(=O)COC(=O)/C=C/c1ccc2c(c1)OCO2,-12,-4,0,-18,-90,5,-17,-35,1,-10,2

# A portion of the library; count on the stated rates, not on these rows.
